# Bioassay records from PubChem BioAssay.
# NCI-60 one-dose screen, 48 h, at 10 µM unless noted. Numbers give growth in % (100 = growth as untreated, 0 = no growth, -100 = all killed).
# SK-MEL-5 – SK-MEL-5 melanoma; 80,000 tested, 6.4% active
# A549/ATCC – A549/ATCC NSCLC. 81,000 tested, 3.7% active. AID 1794740
# EKVX – EKVX NSCLC; 71,000 tested, 3% active
# M14 – M14 melanoma; 80,000 tested, 6.2% active
# CCRF-CEM – CCRF-CEM leukemia; 77,000 tested, 7% active
# SK-MEL-28 – SK-MEL-28 melanoma | 81,000 tested, 4.1% active
# HOP-92 – HOP-92 NSCLC cells | 71,000 tested, 6.3% active | AID 1794738
# HOP-62 – HOP-62 NSCLC; 80,000 tested, 3.9% active
# Starred values were filed as active, the others as inactive; . = no result given; & = joins results of further samples; [ ] = remark or other dose. Rule for the calls: active = growth percent below 10; inactive = the rest.
SMILES,SK-MEL-5,A549/ATCC,EKVX,M14,CCRF-CEM,SK-MEL-28,HOP-92,HOP-62
CCCCOc1ccc2nc3cc(Cl)ccc3c(Cl)c2n1,104.7,98.4,.,111.9,84.6,108.3,.,108.7
COc1cc(-c2cc(-c3ccc(Br)cc3)nc3nc(N)[nH]c(=O)c23)ccc1Oc1ccnc2cc(Cl)ccc12,95.3,97.0,.,105.2,89.6,99.3,.,121.5
CS(=O)(=O)c1ccc(N2N=C(c3ccc(-c4ccccc4)cc3)CCC2=O)cc1,74.5,76.6,29.6,87.8,81.9,102.4,90.5,.
COc1ccc2c(c1)N(CCO)C1=C(C(=O)OC1)C2c1ccc(OC)c(OC)c1 (stereo unspecified),16.9,50.4,67.0,36.1,34.2,61.6,.,39.0
Clc1ccc(-c2cn3cc(Cc4ccccc4)sc3n2)cc1,85.7,89.5,86.8,98.9,86.3,103.2,102.1,100.0
C=CS(C)(=O)=O,100.9,81.3,103.3,102.9,106.0,101.8,92.7,82.1
COc1cc2c(cc1OC)C(CC1(O)CCCCC1)N(S(=O)(=O)c1ccc(C)cc1)CC2 (stereo unspecified),18.7[100 µM],20.9[100 µM],.,13.0[100 µM],.,55.0[100 µM],-10.6*[100 µM],79.3[100 µM]
COC(=O)C1=CN(C)C(c2ccccc2)C=C1 (stereo unspecified),100.4,96.7,.,100.5,101.5,107.2,.,98.9
Cc1ccc(N=C(C(c2ccccc2)c2ccccc2)N2CCCCC2)cc1,61.6,65.7,70.2,68.0,49.6,86.8,33.7,67.1
Cc1ccccc1Nc1ncnc2nc[nH]c12,99.4,111.9,94.7,101.4,83.0,96.0,.,111.6
O=C(NC(=S)N1CCN(c2ncnc3c2cnn3-c2ccccc2)CC1)c1ccc(Cl)cc1,76.3,54.3,62.7,79.9,.,82.5,14.7,-2.0*
S=C(NCCCN1CCOCC1)NN=C1c2ccccc2-c2ccccc21,90.9,89.6,.,90.5,78.5,109.8,76.9,81.9
NS(=O)(=O)c1ccc(-n2cc(-c3cccc(NC(=O)c4cccc(C(F)(F)F)c4)c3)nn2)cc1,98.3,93.7,95.9,112.1,100.8,102.2,118.6,82.6
CC(C)(COS(=O)(=O)Cc1ccccc1)COS(=O)(=O)Cc1ccccc1,96.7,87.1,92.1,99.1,93.8,103.5,95.1,81.6
S=c1[nH]cccc1-c1nnc2n1Nc1nc3ccc(Br)cc3cc1CS2,92.2,102.3,83.8,93.4,96.6,100.5,89.1,93.4
CN(C)CCOC(=O)Nc1ccccc1Cl,103.5,111.9,114.7,100.3,93.4,115.4,89.2,101.3
Nc1nc2ccc(Cl)cc2[nH]1,103.7,95.2,108.9,114.3,89.8,120.0,82.8,103.1
O=C1CNC(c2ccc(Cl)cc2)N1O (stereo unspecified),102.8,99.9,.,100.0,99.3,112.6,.,96.1
COc1cc(-c2c(C#N)c(-c3ccc(Cl)cc3)nc3c2c(-c2ccccc2)nn3-c2ccccc2)ccc1O,104.6,90.8,99.8,98.4,97.3,101.4,112.3,108.5
N#C/C(=C1\SC(=O)CN1c1ccccc1)c1nc2ccccc2s1,93.3,97.0,.,91.2,84.4,106.3,101.7,94.4
Nc1ccc(S(=O)(=O)Nc2cccc(C(F)(F)F)c2)cc1,87.7&93.2,73.8&104.4,109.3&110.0,100.9&98.9,101.7&17.8,111.0&117.7,107.3&125.2,78.4&99.2
Cc1ccc(-c2nc(C#N)c(N3CCN(S(=O)(=O)c4oc(-c5ccc(C)cc5)nc4C#N)CC3)o2)cc1,98.7,102.9,101.3,.,12.4,109.8,111.9,111.5
COc1cc(/C=C/c2nc3ccccc3c(=O)n2-c2ccc(C#Cc3ccc(C(C)(C)C)cc3)cc2C)cc(OC)c1OC,98.8,104.7,104.5,107.4,97.6,110.2,.,119.7
NCCCN,102.5,105.1,.,111.8,101.0,104.1,103.2,99.4
O=C(O)CNC(=O)c1ccc(C(=O)NCC(=O)O)cc1,103.2,100.5,103.0,107.7,83.4,106.3,.,105.1
O=C1C(c2ccccc2)=C(N2CCc3ccccc32)OC1(Cl)Cl,99.8,85.0,76.3,62.2,-17.8*,31.8,.,98.1
CN1CCN(CCCn2c(=O)c3sc4ncccc4c3n3nnc(-c4ccccc4)c23)CC1,-96.3*,12.0,2.4*,-82.7*,-14.7*,-92.6*,48.9,21.7
CCOC(=O)c1nn(-c2ccccc2)c(=O)c2c(N)c(C(=O)OC)c(C(=O)OC)cc12,96.4,101.5,88.3,103.5,100.6,107.4,117.0,91.2
Nc1nnc(-c2cc(=O)oc3ccc(Cl)cc23)o1,96.5,107.0,88.3,106.8,102.6,104.6,91.5,97.8
CP(C)(=O)O[C@@H]1C(=O)N(c2cc3c4ccccc4ccc3c3ccccc23)[C@H]1c1ccc(F)cn1,64.4,65.5,74.8,75.6,79.4,103.3,96.2,90.1
O=C1S/C(=C\c2ccc([N+](=O)[O-])cc2)C(=O)N1CCN1CCCCC1,101.1,110.4,103.7,98.6,115.7,108.6,146.1,112.0
COc1ccc2c(c1)c(-c1nc(-c3c[nH]c4ncccc34)cs1)cn2CCCN1CCCCC1,-87.6*,41.3,51.2,-84.1*,-0.2*,-74.9*,24.9,37.4
O=c1[nH]c(N2CCOCC2)nc2sc3c(c12)CCCC3,103.1,83.7,97.9,100.5,91.0,110.1,88.4,96.7
CC(C)NCCCNc1ccnc2cc(Cl)ccc12,102.3,103.5,90.9,100.8,99.4,99.1,83.6,103.5
COc1cccc(N2CCN(c3cccc(C)n3)CC2)c1,92.4,95.6,106.4,89.9,.,110.7,79.2,87.7
NC(=O)CC(NC(=O)COc1ccc(Cl)cc1Cl)C(=O)O (stereo unspecified),98.8,105.9,111.3,106.1,105.0,108.7,96.4,.
CCOC(=O)/C=C/c1ccc([N+](=O)[O-])o1,69.1,96.4,106.7,70.1,7.3*,26.4,47.6,112.4
Cc1cc(Cl)ccc1Nc1nc(C(F)(F)F)ccc1C(=O)N/N=C/c1ccc(F)cc1,5.1*,16.5,16.7,2.8*,4.1*,34.1,-18.1*,5.9*
CCOC(=O)c1nc(Nc2ccc(NC(=O)Nc3ccc(Cl)c(Cl)c3)cc2)c2ccccc2n1,92.8,96.6,104.8,103.3,101.5,94.7,128.0,114.3
COc1cc2cc(Sc3ccc(NC(=O)c4ccc(N5CCOCC5)c(C(F)(F)F)c4)cc3)c(C)nc2cc1OC,99.8,110.6,93.4,117.8,97.6,110.1,.,109.1
CSc1nc(Cl)cc(Sc2nc(N)nc3nc[nH]c23)n1,97.4,94.6,95.8,86.4,83.9,99.6,97.6,95.6
CCN(CC)CCCC#CCN1CCOCC1,104.6,95.1,104.0,53.9,.,98.9,.,100.5
COc1ccc2oc(=O)cc(-c3nc4ccc(N)cc4[nH]3)c2c1,81.5,90.0,82.2,114.0,107.9,110.7,80.2,70.8
COc1cc(/C=C2\C(=O)Nc3ccc(Br)cc32)cc(OC)c1OC,56.9,-4.2*,72.2,79.2,72.8,80.2,48.2,85.2
Cc1nn(-c2ccccc2)c2nc3c(nc12)c(=O)oc1ccccc13,47.5,77.9,69.3,74.5,.,92.7,.,25.0
C/C(=N\NC(=O)Cn1c(-c2ccc(S(C)(=O)=O)cc2)nc2cc(Cl)ccc21)c1ccc(Cl)cc1,84.2,66.7,76.6,81.0,76.2,90.0,86.2,80.9
COc1cc(CNC(=O)c2ccccc2Nc2ccnc(C(F)(F)F)c2)ccc1O,97.7,104.0,.,97.1,85.5,114.0,97.8,101.1
COc1ccc(-c2nc3sccn3c2/C=C2\C(=O)Nc3ccccc32)cc1O,77.7,92.7,103.1,100.9,66.8,.,64.4,108.5
Nc1ccc2[nH]c(-c3ccccc3)cc(=O)c2c1,58.2,102.3,96.1,70.6,67.9,86.5,.,96.8
CC[C@H](Nc1ncnc2nc[nH]c12)c1nc2cccc(NCCCCCC(=O)NO)c2c(=O)n1-c1ccccc1,96.4,75.3,84.5,95.6,90.2,98.3,87.0,78.7
# The results go on:
SMILES,SK-MEL-5,A549/ATCC,EKVX,M14,CCRF-CEM,SK-MEL-28,HOP-92,HOP-62
CCOC(=O)C1NC(=O)NC1C(=O)OCC (stereo unspecified),104.3,97.9,96.0,117.7,109.8,112.8,92.6,83.7
COC(=O)c1ccc(N=C=O)cc1,97.5,97.7,.,116.3,78.1,101.0,.,103.6
CC(=O)[C@H]1CC[C@]2(C)[C@@H]1CC[C@@H]1[C@@]3(C)C/C(=C/c4ccncc4)C(=O)C(C)(C)[C@@H]3CC[C@]12C,102.1,91.1,76.8,104.7,92.0,115.5,92.1,84.0
O=C(Cn1cc(-c2ccccc2)nn1)Nc1nc(-c2ccc(F)cc2)cs1,97.5,99.0,94.4,.,99.7,108.2,112.9,107.8
Fc1ccccc1C1c2ccccc2-c2nccn21 (stereo unspecified),97.0,94.9,96.1,103.9,96.9,109.2,61.8,98.4
CCCCOc1nc2ccc(Cl)cc2cc1/C=C/C(=O)/C=C/c1ccc(Cl)cc1,49.4,84.4,83.7,18.0,76.2,81.9,87.1,100.8
Nc1nc2c3cncnc3ccc2c2ncncc12,98.0,75.9,93.1,101.3,86.6,115.2,88.1,.
N#Cc1c(Cl)nc(SCc2ccc([N+](=O)[O-])cc2)nc1-c1ccc(F)cc1,84.0,83.2,79.1,95.7,73.3,104.1,65.7,103.0
O=c1cc(Cn2cnc3c(NCc4ccco4)ncnc32)c2cc(F)ccc2o1,101.1,102.2,91.7,97.6,93.4,107.6,99.6,95.7
CC1=C(C)C(=O)C(N2CCN(c3ccccc3C)CC2)=C(Cl)C1=O,99.7,107.0,97.9,97.1,99.2,109.9,105.7,105.3
CO[C@H]1O[C@@H]2[C@H](C)OC(=O)CCCCC(=O)[C@@H]2CC1(OC)OC,101.7,101.0,102.6,103.7,127.1,106.1,112.4,103.3
c1ccc2nc(N/N=C3\CCCCC3C3CCCCC3)ccc2c1 (stereo unspecified),39.7,.,33.5,72.1,8.0*,62.6,-11.3*,8.3*
CC(=O)Oc1ccc(/C=C/C(=O)NC(Cc2ccccc2)C(=O)C(=O)NCc2ccccc2)cc1OC(C)=O (stereo unspecified),98.3,103.1,99.2,101.8,74.4,97.0,88.2,105.1
CC(=O)c1cc(O)c2ccccc2c1O,86.4,99.7,78.9,105.4,-10.5*,136.8,92.6,87.4
COc1ccc(Nc2nc(C)c(/C(C)=N\NC(N)=S)s2)cc1,94.2,99.3,91.9,100.3,104.7,90.3,117.5,95.5
CCc1c(C)c2cc3nc(-c4ccc([N+](=O)[O-])cc4)oc3c(C)c2oc1=O,104.2,76.9,94.4,104.0,84.8,109.3,101.6,87.9
COc1ccc(-c2cc(Cc3cc(OC)c(OC)c(OC)c3)c(=O)[nH]n2)cc1,88.5,75.7,85.6,96.9,90.0,110.9,.,75.5
O=C1c2ccccc2-c2ccccc2NC1O (stereo unspecified),108.1,94.0,103.2,107.7,96.6,111.5,103.4,102.5
C/C(=N\O)c1ccc(OCC(=O)Nc2nc(-c3ccc(Cl)cc3)cs2)cc1,99.6,98.0,.,110.0,100.0,106.4,105.1,98.4
CC1(C)CC[C@]23CC[C@]4(C)[C@H](CC[C@@H]5[C@@]6(C)C/C(=C/c7ccncc7)C(=O)C(C)(C)[C@@H]6CC[C@]54C)[C@H]2[C@H]1OC3=O,36.3[100 µM],70.1[100 µM],85.5[100 µM],79.3[100 µM],79.3[100 µM],87.7[100 µM],16.8[100 µM],10.2[100 µM]
Nc1c(C(=O)Nc2ccccc2)sc2nc3c(cc12)CCCCC3,11.3,18.4,.,6.7*,2.9*,36.6,-4.4*,7.6*
CC(=O)Oc1ccccc1C(=O)Nc1cc(C(C)C)ccc1C,-31.9*,13.1,10.5,33.2,14.6,18.0,-19.5*,19.6

# Just SK-MEL-5, for 2 of the compounds above:
Structure | SK-MEL-5
CC1(C)CC[C@]23CC[C@]4(C)[C@H](CC[C@@H]5[C@@]6(C)C/C(=C/c7ccncc7)C(=O)C(C)(C)[C@@H]6CC[C@]54C)[C@H]2[C@H]1OC3=O | 36.3[100 µM]
CCc1c(C)c2cc3nc(-c4ccc([N+](=O)[O-])cc4)oc3c(C)c2oc1=O | 104.2

# Among those listed so far, these contain fluorine.
SMILES,SK-MEL-5,A549/ATCC,EKVX,M14,CCRF-CEM,SK-MEL-28,HOP-92,HOP-62
NS(=O)(=O)c1ccc(-n2cc(-c3cccc(NC(=O)c4cccc(C(F)(F)F)c4)c3)nn2)cc1,98.3,93.7,95.9,112.1,100.8,102.2,118.6,82.6
Nc1ccc(S(=O)(=O)Nc2cccc(C(F)(F)F)c2)cc1,87.7&93.2,73.8&104.4,109.3&110.0,100.9&98.9,101.7&17.8,111.0&117.7,107.3&125.2,78.4&99.2
CP(C)(=O)O[C@@H]1C(=O)N(c2cc3c4ccccc4ccc3c3ccccc23)[C@H]1c1ccc(F)cn1,64.4,65.5,74.8,75.6,79.4,103.3,96.2,90.1
Cc1cc(Cl)ccc1Nc1nc(C(F)(F)F)ccc1C(=O)N/N=C/c1ccc(F)cc1,5.1*,16.5,16.7,2.8*,4.1*,34.1,-18.1*,5.9*
COc1cc2cc(Sc3ccc(NC(=O)c4ccc(N5CCOCC5)c(C(F)(F)F)c4)cc3)c(C)nc2cc1OC,99.8,110.6,93.4,117.8,97.6,110.1,.,109.1
COc1cc(CNC(=O)c2ccccc2Nc2ccnc(C(F)(F)F)c2)ccc1O,97.7,104.0,.,97.1,85.5,114.0,97.8,101.1
O=C(Cn1cc(-c2ccccc2)nn1)Nc1nc(-c2ccc(F)cc2)cs1,97.5,99.0,94.4,.,99.7,108.2,112.9,107.8
Fc1ccccc1C1c2ccccc2-c2nccn21 (stereo unspecified),97.0,94.9,96.1,103.9,96.9,109.2,61.8,98.4
N#Cc1c(Cl)nc(SCc2ccc([N+](=O)[O-])cc2)nc1-c1ccc(F)cc1,84.0,83.2,79.1,95.7,73.3,104.1,65.7,103.0
O=c1cc(Cn2cnc3c(NCc4ccco4)ncnc32)c2cc(F)ccc2o1,101.1,102.2,91.7,97.6,93.4,107.6,99.6,95.7

# Outcome played no part in choosing rows, and some 12% of all compounds hit somewhere here.
